# From PubChem
# 12-LOX inh – Primary qHTS assay for inhibitors of human arachidonate 12S-lipoxygenase (ALOX12): Round 2. Polyunsaturated fatty acid lipoxygenase ALOX12 (Homo sapiens), P18054. purified 12hLO, xylenol orange hydroperoxide absorbance. Potency, µM (titrated, usually from 108 µM), for inactives: at the top dose activity change, negative = inhibition, hits mostly inhibitors. 580,000 compounds, 1.1% hits. AID 1671190, 2021; active = well fitted inhibition curve with a large enough effect; inconclusive = small, poorly fitted or top-dose-only effect, or another doubt; inactive = no such curve, though single readings can be large or run the other way
# Target sequence (P18054 whole entry, looked up): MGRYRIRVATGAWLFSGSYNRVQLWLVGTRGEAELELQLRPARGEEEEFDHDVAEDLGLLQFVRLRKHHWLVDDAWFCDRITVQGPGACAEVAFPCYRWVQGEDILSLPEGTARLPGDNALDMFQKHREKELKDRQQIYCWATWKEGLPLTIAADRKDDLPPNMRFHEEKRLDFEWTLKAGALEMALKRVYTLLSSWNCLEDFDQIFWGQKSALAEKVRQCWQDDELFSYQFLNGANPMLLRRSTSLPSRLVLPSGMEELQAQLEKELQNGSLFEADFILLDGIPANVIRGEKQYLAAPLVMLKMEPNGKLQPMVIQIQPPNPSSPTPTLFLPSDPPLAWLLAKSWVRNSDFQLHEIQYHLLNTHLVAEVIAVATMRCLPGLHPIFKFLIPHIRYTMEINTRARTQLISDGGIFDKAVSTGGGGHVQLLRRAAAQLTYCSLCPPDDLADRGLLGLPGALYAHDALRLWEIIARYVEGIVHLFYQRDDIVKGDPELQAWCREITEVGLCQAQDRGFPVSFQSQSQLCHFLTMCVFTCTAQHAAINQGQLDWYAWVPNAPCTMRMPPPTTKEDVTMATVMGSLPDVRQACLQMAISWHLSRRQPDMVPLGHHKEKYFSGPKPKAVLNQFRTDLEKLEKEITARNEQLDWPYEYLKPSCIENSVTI
#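 Purified human 12hLO (150 nM final) in 25 mM Hepes, 0.01% Triton X-100, pH 7.0 was preincubated 15 min at room temperature with compound. Then 40 uM arachidonic acid was added, 30 min. Hydroperoxide was read by Fe-XO absorbance ratio 573/405 nm.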
# Starred values were filed as active, the others as inactive; ? = inconclusive; [ ] = another dose, or the depositor's remark. % is set by controls: 0 for no effect and ±100 for the full control effect; potency is the fitted concentration of half-maximal effect. An excerpt. The share of hits here may be higher or lower than overall.
SMILES,12-LOX inh
CC(=O)Nc1ccccc1-c1nc(CNC(=O)c2ccc(C)cc2)c(C)o1,8.7%
COc1ccc(S(=O)(=O)N2CCc3nn(C)c(=O)n3CC2)cc1Cl,10.5%
CCc1cc(C(=O)NC(CC(=O)OC)c2ccc(OC)c(OC)c2)sc1C (stereo not drawn),-19.9%
COc1ccc(OC)c(C(=O)/C=C/c2cccs2)c1,?
COc1ccc(CO/N=C/c2cc(OC)c(OC)c(OC)c2)cc1F,32.0%[activator]
COc1cccc2cc(C(=O)NCCc3c(C)[nH]c4c(C)cccc34)c(=O)oc12,52.1%[activator]
O=C(O)CCCC(=O)N1Cc2ccccc2CC2(CCCCN2Cc2ccncc2)C1 (stereo not drawn),-2.0%[6.33 µM]
O=C(Nc1cc(Cl)cc(Cl)c1)C(c1ccccc1)N1CCN(C(=O)C2CC2)CC1 (stereo not drawn),16.7%
Cc1ccc(CN2CCCC3(COc4ccccc4C(=O)N3)C2)cc1 (stereo not drawn),-0.7%[176 µM]
C[C@H](CO)N1C[C@H](C)[C@@H](CN(C)S(=O)(=O)c2cn(C)cn2)Oc2ncc(Br)cc2C1=O,-6.4%
O=C(CN(Cc1ccc2c(c1)OCO2)C1CCCC1)Nc1ccc2[nH]c(=O)[nH]c2c1,-0.1%
N#Cc1ccc(CN2C[C@@H](CO)[C@H](NC(=O)c3ccccc3)C2)cc1,-10.4%
CSC1=N/C(=C\c2ccc(Br)cc2)C(=O)S1,-57.7%
O=C(NCC12CCC=C1N(CC1CC1)C(=O)CC2)c1nccc2ccccc12 (stereo not drawn),-5.8%
O=C(Nc1ccc(Cl)c(C(F)(F)F)c1)C1Cc2c(-c3ccccc3Oc3ccccc3)ccnc2O1 (stereo not drawn),-1.3%
Cc1cccc(-c2cccc3c4c([nH]c23)[C@@H]2C[C@H](N(C)C(=O)Nc3ccccc3C)[C@H]([C@H](C)O)C(=O)N2CC4)c1,-1.2%
Cc1cccc(-c2ocnc2C(=O)Nc2ncc(C)s2)c1,0.3%
COc1ccc2c(c1)CN(C(C)C)CC[C@H]1COC(=O)N21,33.2%[activator][176 µM]
O=C(CSC1=NC2(CCCCC2)N=C1c1cccs1)NCc1ccc(F)cc1,?
CC1=C[C@@H](CNC(=O)CCC(=O)O)[C@H](C(C)C)C[C@H]1CC(=O)NCc1ccccn1,?
CCc1ccc(C(=O)N2CCC(N3C(=O)CCC3C(N)=O)CC2)cc1 (stereo not drawn),35.4%
COC(=O)[C@@H]1Cc2nc[nH]c2CN1Cc1ccc(C)cc1,137.3%[activator][176 µM]
Cc1cc(C(=O)NCCc2noc(-c3ccncc3)n2)nn1C,1.6%
CSc1ccccc1C(=O)OCC(=O)NC1CC1,13.8%
CC(C)Cc1nc(NCc2ccncc2)c(C#N)c2c1CCCC2,-0.2%
O=C(c1ccc(C(F)(F)F)cc1)N1CCC(N2CCCC2=O)CC1,83.1%[activator]
CCn1nccc1C(=O)N1CCCn2ccnc2C1c1cnn(C)c1 (stereo not drawn),49.8%[activator]
O=C(Cn1nc2c(cc1=O)CCCC2)NC1CCS(=O)(=O)C1 (stereo not drawn),-15.7%
CN1CCC([C@@H]2CN(S(=O)(=O)c3ccc(F)c(F)c3)C[C@H]2C(N)=O)CC1,?
CC1(C)NC(=O)N(CCCC(=O)Nc2cccc3cccnc23)C1=O,0.1%
COc1ccc(S(=O)(=O)N2CCCc3nc(-c4ccccc4)ccc32)cc1,-8.2%
CCOC1=C2[C@H](c3ccccc3)N(S(=O)(=O)c3ccc(C)cc3)C(C(C)(C)C)[C@H]2n2c(=O)n(-c3ccccc3)c(=O)n2C1 (stereo partly drawn),-28.7%
Cc1cccc(C(=O)N2CCCCCNC(=O)CC2c2ccccc2)c1 (stereo not drawn),-7.7%
Cc1ccc(C(=O)C(OC(=O)c2cccc(N(C)C)c2)c2ccc(C)cc2)cc1 (stereo not drawn),?
CC(C)Cc1ccc(CN2C(C(C)C)C(=O)N(Cc3cn(CCC4OCCO4)nn3)CCS2(=O)=O)cc1 (stereo not drawn),-32.3%
O=C(NCCc1ccccn1)c1ccc(I)cc1,-41.4%
O=C1c2[nH]nc(-c3ccccc3)c2C(c2ccccc2)N1c1ccccc1 (stereo not drawn),-13.9%
O=C(Nc1nn(Cc2ccccc2)c2cccc(N3CCOCC3)c12)c1ccncc1,35.8%[activator]
CCCOC1CCCN(Cc2c(C(=O)N(C)CCc3ccccc3)nc3sccn23)C1 (stereo not drawn),31.1%[activator]
CCCNc1c(NC(=O)c2ccccc2)c(=O)oc2ccccc12,?

# Some of these compounds in order of SMILES length, ascending.
SMILES,12-LOX inh
O=C(NCCc1ccccn1)c1ccc(I)cc1,-41.4%
CCCNc1c(NC(=O)c2ccccc2)c(=O)oc2ccccc12,?
O=C1c2[nH]nc(-c3ccccc3)c2C(c2ccccc2)N1c1ccccc1 (stereo not drawn),-13.9%
O=C(Nc1nn(Cc2ccccc2)c2cccc(N3CCOCC3)c12)c1ccncc1,35.8%[activator]
Cc1ccc(C(=O)C(OC(=O)c2cccc(N(C)C)c2)c2ccc(C)cc2)cc1 (stereo not drawn),?
CC(C)Cc1ccc(CN2C(C(C)C)C(=O)N(Cc3cn(CCC4OCCO4)nn3)CCS2(=O)=O)cc1 (stereo not drawn),-32.3%

# Following part.
SMILES,12-LOX inh
COCCOCc1nc(C2CCN(C(=O)NCCc3ccccc3)CC2)no1,35.6%
O=C(NC1CCCC1)c1ccc2c(c1)n(Cc1ccccc1)c(=O)c1ccnn12,19.4%
CCOC(=O)C1=C(C)NC(C)=C(C(=O)OCC)C1c1cccc([N+](=O)[O-])c1,?
Cc1ccc(C(=O)N2CCC(n3cc(-c4nc(C(C)C)no4)nn3)CC2)cc1F,-0.1%
COc1ccc(C(=O)NCCc2csc(-c3cccs3)n2)cc1,56.9%[activator]
CCCN(CC1CCOC1)S(=O)(=O)c1ccc(F)c(F)c1 (stereo not drawn),13.5%
OC(c1ccc(Cl)c(F)c1)c1ncc(-c2ccc(Cl)cc2)[nH]1 (stereo not drawn),?
COc1ccc(-c2noc(-c3nc(Cc4ccccc4)no3)n2)cc1OC,6.3%
CC(O)(c1ccccc1)c1nc(-c2ccccc2)cs1 (stereo not drawn),-47.2%
CCN1CCC(N2CCOC3(COCCN(C(=O)c4ccccc4C)C3)C2)CC1 (stereo not drawn),5.7%

# An excerpt from above in order of the 12-LOX inh value, smallest number first:
SMILES,12-LOX inh
Cc1ccc(C(=O)N2CCC(n3cc(-c4nc(C(C)C)no4)nn3)CC2)cc1F,-0.1%
CCN1CCC(N2CCOC3(COCCN(C(=O)c4ccccc4C)C3)C2)CC1 (stereo not drawn),5.7%
O=C(NC1CCCC1)c1ccc2c(c1)n(Cc1ccccc1)c(=O)c1ccnn12,19.4%
COCCOCc1nc(C2CCN(C(=O)NCCc3ccccc3)CC2)no1,35.6%

# (list continues)
SMILES,12-LOX inh
NCC1(Nc2ccccc2)CCCCC1,38.1%[activator]
Cc1ccc(CN2C[C@@H](CO)[C@H](c3nc(C)no3)C2)nc1,82.4%[activator]
Cc1ccc(N2CC(NC(=O)Nc3nc4ccccc4s3)CC2=O)cc1 (stereo not drawn),-4.1%
CCc1ccc(CNC(=O)c2c(C)oc3ncnc(N4CCCCC4)c23)cc1,3.9%
COc1ccc(CCC(=O)N2CCC3(CC2)CCC(O)(CN(C)C)CC3)cc1,28.7%
CCNC(=O)c1cccc2c1CCN2S(=O)(=O)c1ccccc1F,-0.1%
Cc1cc(C[C@@H]2COC[C@@H]2NC(=O)c2cnn3ccccc23)on1,26.5%
O=C(Nc1cccc(F)c1)N1CCc2nc(NCc3cccc(Oc4ccccc4)c3)ncc2C1,-9.8%
COc1ccc(CN2C(=O)C(n3c(C)ccc3C)c3cc(OC)ccc32)cc1 (stereo not drawn),?
Cc1cccc(-n2nc(C)c(C(=O)NCCN3CCCCC3C)c2-n2cccc2)c1 (stereo not drawn),-17.1%
Cc1cc(O)ccc1Nc1cc(-c2cccc(N(C)C)c2)ncn1,-7.1%
CC(=O)c1ccc(N2CCCC(C)C2)cc1 (stereo not drawn),33.3%[activator]
COCCCN1C(=O)C(CC(=O)NCc2cccc3ccccc23)CC(C(=O)N2CCOCC2)=C1C (stereo not drawn),16.2%
C=CCNc1ccccc1C(=O)NC(C(=O)O)c1c(C)n[nH]c1C (stereo not drawn),29.1%
O=C(Nc1ccc(Br)cc1)C1C2CCC3C(CCC21)C3(Cl)Cl (stereo not drawn),?
COC1C(=O)N(C2CCN(Cc3ccc(F)cc3F)CC2)C12CCOCC2 (stereo not drawn),38.1%
C=CCNC(=S)NNC(=O)C(CC)CC(C)(C)O (stereo not drawn),19.1%
COc1nc2ccccc2nc1N1CCC(C(=O)NCc2ccccc2)CC1,-2.0%
COc1ccc(C(C)(O)c2nc(-c3ccccc3C)cs2)cc1 (stereo not drawn),-10.4%
CC(=O)N1CCC2(CNS(=O)(=O)c3cnccc3O2)C1 (stereo not drawn),12.6%[6.33 µM]

# The list goes on (3 carried over from the part before).
SMILES,12-LOX inh
COc1nc2ccccc2nc1N1CCC(C(=O)NCc2ccccc2)CC1,-2.0%
COc1ccc(C(C)(O)c2nc(-c3ccccc3C)cs2)cc1 (stereo not drawn),-10.4%
CC(=O)N1CCC2(CNS(=O)(=O)c3cnccc3O2)C1 (stereo not drawn),12.6%[6.33 µM]
O=C(CO)NC1CC(=O)N(Cc2ccccc2C(F)(F)F)C1 (stereo not drawn),65.4%[activator]
Cc1cccc(C(=O)NCC2CCCCC(=O)N2)c1 (stereo not drawn),18.8%
O=C(CC1CCN(C(=O)C2CCCC2)C1)N1CCOCC1 (stereo not drawn),32.6%[activator]
CSc1ccc(NC(=O)C2(C)CCN2C(=O)c2cc(C)n(C)n2)cc1 (stereo not drawn),-3.0%
CN(C)CCNC(=O)c1cccc(-c2cnc3c(NC=O)cc(-c4cccc(F)c4)cn23)c1,0.9%
CN(C)S(=O)(=O)c1cc(NC(=O)c2nn(-c3ccccc3)c(=O)c3ccccc23)ccc1Cl,-3.4%
COc1cccc(Nc2nc3cc(OC)ccc3nc2NS(=O)(=O)c2ccc(Cl)cc2)c1,-20.8%
Cc1cccc(C)c1NC(=O)C(c1ccccc1)N1CCN(c2ccc(C(F)(F)F)cn2)CC1 (stereo not drawn),-3.5%
COC(=O)C[C@H]1CC[C@@H]2[C@H](COC[C@H](O)CN2S(=O)(=O)c2ccccc2OC)O1,5.0%
CCc1cccc(NC(=O)Cn2c(-c3ccc(F)cc3)nc(C)c(CCO)c2=O)c1,?
O=C(NCc1cccc(F)c1)Nc1nnc([C@H]2C[C@H](O)[C@@H](CO)O2)s1,-2.4%
COCCN1Cc2[nH]nc(-c3cccc(OC)c3)c2CC1=O,-7.5%[176 µM]
C#CCN(C)Cc1nc(C2(O)CCN(CC3CC3)CC2)cs1,38.9%[activator][176 µM]
Cn1c(=O)[nH]c(=O)c2c1nc(SCC(=O)Nc1ccccc1)n2Cc1ccccc1Cl,-26.3%
COC(=O)c1ccccc1S(=O)(=O)N1CCC(C(=O)NCCc2ccco2)CC1,36.2%[activator]
COC[C@H]1NC(=O)CC[C@H]1C(=O)Nc1cccc(OC(F)(F)F)c1,31.7%
O=S(=O)(CCN1CCOC(c2ccccc2)C1)c1ccccc1 (stereo not drawn),-16.6%
CCCCN1C(C)=NS(=O)(=O)c2cc(C(=O)Nc3ccc(OCC)cc3)ccc21,-12.9%
COc1cccc(-c2nnc(SCC3CCOCO3)n2-c2ccc(C)cc2)c1 (stereo not drawn),?
Cc1ccc(C(C#N)=Cc2ccc3c(c2)OCO3)cc1,-24.9%
CN(CC(=O)Nc1cc(C(F)(F)F)cc(C(F)(F)F)c1)C1CCCCC1,12.7%
O=C(CCc1c[nH]c2ccccc12)Nc1ccc(F)c(F)c1F,-8.5%
O=C(NCC1CC1)c1cn(C2CN(C(=O)NC3CCCCC3)C2)nn1,18.2%
CC1=C(C(=O)Nc2ccccc2)C(c2cccc(C)c2)N2C(CC(=O)NCC(C)C)=CSC2=N1 (stereo not drawn),5.9%
Cn1cnc(C(=O)N2C[C@@H](COc3ccccc3)[C@H](C(N)=O)C2)c1,8.2%
CC(C)(C)c1ccc(C#C[C@@H]2C=C[C@@H](O)[C@@H](CO)O2)cc1,-1.2%
O=c1n(-c2ccc(F)cc2F)nc2n1CCN(CC1CCCCC1)C2,-0.1%
CC(C)(C)c1ccccc1NC(=O)c1ccc2ccccc2n1,?
COc1ccc(C2Cn3nnc(C(=O)N4CCC(C(=O)NCCC5=CCCCC5)CC4)c3CO2)cc1 (stereo not drawn),8.2%
COCC1CN(C2CCC2)CC12CCN(C(=O)C1CCN(C(C)=O)CC1)CC2 (stereo not drawn),108.1%[activator]
c1cnn(-c2ccc(-c3nc(C4CCOC4)no3)cc2)c1 (stereo not drawn),20.7%
CCNc1nc(SCC(=O)Nc2cc(C)on2)nc2ccccc12,-49.9%
O=C(O)c1ccc(CC2CCN(Cc3cnc(-c4ccco4)nc3)C2)cc1 (stereo not drawn),-10.1%
Cc1cc(C)cc(NC(=O)CSCc2cc(=O)c3ccccc3[nH]2)c1,-4.3%
CCCCCCCOc1ccc(S(=O)(=O)c2ccc(OCCCCCCC)cc2)cc1,?
COc1ccccc1-c1csc(C(O)c2ccc(F)c(F)c2)n1 (stereo not drawn),-3.5%
CNC(=O)NC(=O)CN1CCOC(c2ccc(F)cc2)C1 (stereo not drawn),38.7%[activator]
COc1cccc2sc(NC(=O)CSc3nncn3-c3ccc(C)cc3)nc12,?
COc1ccc(CN2CCC(C)(Oc3cccc(F)c3)C2)c2ccccc12 (stereo not drawn),?
O=S1(=O)CC(N2CCC(Cc3ccccc3)CC2)CN1CCc1ccccc1 (stereo not drawn),?
CCCCN(C)c1c(C)nc2ccc(C(=O)N(C)CCN(C)C)cn12,-16.6%
CN1C(=O)CS(=O)(=O)C12CCNCC2,9.1%
Cc1cccc(NC(=O)C2(c3ccc(Br)cc3)CC2)n1,8.9%
